A549 tox: Nrf2 qHTS screen for inhibitors: counterscreen for cytotoxicity; Potency, µM (series often up to 46 µM), inactives show at the top dose activity change, negative = cytotoxicity, usual class: inhibitors; AID 504648, 2011; 390,000 compounds, 0.16% hits; A549 ARE-Fluc cells, CellTiter-Fluor viability, 18-24 h; further: potency means the concentration at half of the fitted maximal effect; on the % scale 0 is the no-effect control and ±100 the full control effect
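Cytotoxicity counterscreen: CellTiter-Fluor fluorescence was measured in A549 ARE_Fluc cells after 18-24 h of compound exposure in a concentration series. The subsequent BugLite luminescent read reports ARE-luciferase activity.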
CCT modulator: High-Throughput Screening for Modulators of Cytosolic Chaperonin Activity. AID 651819, 2012. activity change, % (concentration not given with the values), hits read low. 360,000 compounds, 0.3% hits. purified chaperonin ATPase assay, HTRF ADP detection, 30 min; in the data active means activity change below about -30%; further: on the % scale 0 is the no-effect control and ±100 the full control effect
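We incubate TRiC, 40 or 20 nM final, with library compounds at 76 uM and 10 uM ATP for 30 min at 37 °C. ADP formed is detected with Transcreener HTRF reagents after 30 min at room temperature.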
Akt phos inh: HTS Assay for Inhibitors of Akt Phophorylation: Primary Screen | Neuro2A IGF-stimulated pAkt S473 HTRF, 20 min; stronger effect = lower value | AID 651550, 2012 | 360,000 compounds, 0.32% hits | activity change, % for hits at 50 µM; in the data active means activity change below about -80%; inconclusive means mostly about -51% to -80%; further: on the % scale 0 is the no-effect control and ±100 the full control effect
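Neuro2A cells in DMEM with 0.5% FBS, overnight at 37 deg C, given compound at single 50 µM final, then IGF (6 nM final) for 20 min at 37 deg C. Lysed; phospho-Akt Ser473 by HTRF after 24 h, 665/615 ratio.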
HepG2 viability: qHTS for Inhibitors of TGF-b: Cytotox Counterscreen. AID 588856, 2011. HepG2 CAGA-GFP viability, ATP luminescence, 18 h. Potency, µM (series often up to 46.1 µM), inactives show at the highest dose activity change, negative = cytotoxicity, actives largely listed as cytotoxic. 410,000 compounds, 0.76% hits; further: potency means the concentration at half of the fitted maximal effect; some results filed as inactive show a strong effect at the top dose
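HepG2 CAGA-GFP cells (1000/well, DMEM with 1% FBS) received compound, then TGF-beta at 500 pg/mL final, and were incubated 18 hours at 37 degrees C. Viability was read by CellTiter-Glo luminescence. Media-only wells were set as complete cell-killing and DMSO as no toxicity.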
Nrf2 inh: Nrf2 qHTS screen for inhibitors; Potency, µM (highest dose often 46 µM), without a hit: top-dose activity change, negative = inhibition, hits mostly inhibitors; A549 ARE-Fluc reporter, luciferase luminescence, 18-24 h; 360,000 compounds, 2.1% hits; AID 504444, 2011; further: potency means the concentration at half of the fitted maximal effect; on the % scale 0 is the no-effect control and ±100 the full control effect; nearly all actives have a fitted effect of over 60% in size
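Cells were seeded and rested 2 h, then exposed to compounds for 18-24 h. CellTiter-Fluor was read first as a viability measure. BugLite was added 15 min before the final luminescent read of ARE-luciferase activity in A549 cells.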
MmCpn inh: Inhibitors of TCP-1 ring complex (TRiC) of Methanococcus maripaludis (MmCpn): qHTS; 330,000 compounds, 0.031% hits; purified Mm-Cpn ATPase, ADP Transcreener TR-FRET; Potency, µM (series often up to 76.9 µM), without a hit: at the highest dose activity, negative = inhibition, actives largely listed as inhibitors; Chaperonin Mm-Cpn (Methanococcus maripaludis); further: potency means the concentration at half of the fitted maximal effect; on the % scale 0 is the no-effect control and ±100 the full control effect; nearly all actives have a fitted effect of over 80% in size
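Measured: ADP formation by purified Mm-CPN. Conditions: 25 nM protein, 10 uM ATP, Tris pH 7.4 with Mg2+, K+ and DTT, 37°C for 30 min. Detection: Transcreener HTRF after 30 min at room temperature.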
TGFb SMAD3 inh: qHTS for Inhibitors of TGF-b; AID 588855, 2011; Potency, µM (highest dose often 46.1 µM), for the others: top-dose activity, negative = inhibition, usual class: inhibitors; HepG2 CAGA-GFP TGF-b/SMAD3 reporter, GFP fluorescence, 18 h; TGF-beta stimulated, 500 pg/mL final; 410,000 compounds, 1.2% hits; further: potency means the concentration at half of the fitted maximal effect; on the % scale 0 is the no-effect control and ±100 the full control effect; nearly all actives have a fitted effect of over 65% in size
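Read-out: total well GFP (ex488/em500-530) summed from mean per-cell fluorescence. Cells: HEPG2 CAGA-GFP, 1% FBS DMEM, 18 h at 37 degrees C with 500 pg/mL final TGF-beta. Unstimulated wells served as the full-inhibition control; stimulated DMSO wells = 0%.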
Nrf2 ARE act: qHTS of Nrf2 Activators. Potency, µM (highest dose often 46.1 µM), inactives show top-dose activation, usual class: activators. AID 624171, 2012. 410,000 compounds, 0.31% hits. AREc32 ARE-luciferase reporter (MCF7-derived line), luminescence, 24 h; further: potency means the concentration at half of the fitted maximal effect; % of control where 0% means no effect; nearly all actives have a fitted effect of over 65% in size
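Luciferase luminescence (Steady-Glo, 30 min at room temperature) served as the read-out of ARE activation in AREc32 cells treated with compounds for 24 hr at 37 deg C.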
Abeta rescue: qHTS for compounds that reverse cellular toxicity of Amyloid beta (A-beta) peptide in yeast: Primary Screen; yeast expressing A-beta42, growth rescue, OD600, 48 h; response scale: 0% DMSO, 100% iron-clioquinol control; Potency, µM (series often up to 46.1 µM), for inactives: at the top dose growth rescue, usual class: activators; 410,000 compounds, 0.063% hits; AID 1347071, 2019; further: potency means the concentration at half of the fitted maximal effect; nearly all actives have a fitted effect of over 55% in size
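Yeast growth medium received pinned compounds, then yeast cells expressing toxic A-beta were added; plates incubated at 30 C for 48 hr. Growth read as absorbance at 600 nm, normalized to DMSO and equimolar FeCl3 plus clioquinol controls.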
Numbers without * were called inactive; i = inactive; u = inconclusive; x = not tested or not shown; & = joins results of further samples; [ ] = dose if it differs, or a comment. Unless noted, the call rests on the fitted dose curve; in most records, active means well fitted curve in the direction sought with a large enough effect; inconclusive means small, poorly fitted or top-dose-only effect, or another doubt; inactive means no such curve, though single readings can be large; an effect the other way counts as inactive or inconclusive.

SMILES | A549 tox | CCT modulator | Akt phos inh | HepG2 viability | Nrf2 inh | MmCpn inh | TGFb SMAD3 inh | Nrf2 ARE act | Abeta rescue
O=C(c1cccc(C(F)(F)F)c1)N(c1ccccn1)C1CCCCC1 | -6% | 0.5 | i | -5% | -10% | -2% | -11% | 0.4% | -3%
CC(=O)Nc1ccc(C2=NN(Cc3nnc(-c4ccccc4)o3)C(=O)SC2)cc1 | 5% | -0.5 | i | -3% | 10% | 2% | -1% | 6.4% | 1%
CC(=O)Nc1ccc(S(=O)(=O)NCC(=O)OCC(=O)N2CCCc3ccccc32)cc1 | -3% | -0.6 | i | -1% | -5% | 0% | 11% | 0.3% | -7%
Cc1cccc(C)c1NC(=O)C(NS(=O)(=O)c1cccs1)c1ccccc1 (stereo not drawn) | -10%&5% | 0.1 | i | 4%&-32% | 16%&-16% | -2% | -7%&-5% | -0.3%&0.1% | -3%&26%
O=C1COc2ccc(C(=O)COC(=O)c3ccc4ccccc4n3)cc2N1 | -2% | -1.8 | i | -10% | 8% | 2% | -3% | -0.3% | 5%
COc1ccc(NC(=O)C2C3CCC4C(CCC32)C4(Cl)Cl)cc1 (stereo not drawn) | -9% | -2.9 | i | 19% | -7% | 1% | 6% | 0.3% | 1%
O=C(CCc1nnc(Cc2ccc(-c3ccccc3)cc2)o1)N1CCCC1 | 4% | 0.0 | i | -2% | 0% | -2% | 4% | 3.0% | 0%
Cc1ccc(C2=NN(C(=O)CCC(=O)O)C(c3cccc([N+](=O)[O-])c3)C2)cc1 (stereo not drawn) | 1% | -3.0 | i | -21% | -7% | 0% | -13% | 0.3% | 10%
CC(OC(=O)CNC(=O)c1cccc(F)c1)C(=O)NC1CCCCC1C (stereo not drawn) | 2% | -3.1 | i | 6% | -1% | -1% | 11% | 0.4% | 8%
CN1OC(c2ccccc2)=C(CO)C1c1ccccc1 (stereo not drawn) | 10% | 1.3 | i | -3% | -4% | 0% | 1% | 19% | -25%
CCOC(=O)C1C(=O)C(C(C)=O)C(=O)CC1CC(C)SCC (stereo not drawn) | 3% | -0.6 | i | -3% | -9% | 1% | 0% | -0.4% | -12%
COc1ccc(-c2cn3cccnc3n2)cc1NS(=O)(=O)c1ccccc1 | 2% | -1.1 | i | 2% | 6% | 3% | -2% | 0.0% | -5%
O=c1c(/C=N\NS(=O)(=O)c2ccccc2)coc2ccc(Cl)cc12 | 2% | -1.6 | i | -1% | 9% | -2% | -13% | -0.1% | -1%
CCCCn1c2nc3ccccc3nc2c2c(=O)n(-c3ccccc3)cnc21 | -1% | -1.4 | i | 4% | u | 1% | 3% | -1.0% | -14%
COC(=O)C1=C(C)NC=C([N+](=O)[O-])C1c1ccc(OC)cc1 (stereo not drawn) | -4% | 1.5 | i | -23% | 12% | -1% | -9% | 2.7% | 3%
CN1C(=O)C(=O)/C(=C(/O)c2ccc(Br)cc2)C1c1ccc(F)cc1 (stereo not drawn) | -9% | -2.4 | i | -3% | -8% | -3% | -6% | -0.8% | -18%
COc1ccc(CCNc2nc3ccccc3c3nc(-c4cccc(C)c4)nn23)cc1OC | -1% | x | x | -19% | u | x | 0% | 16% | -1%
COc1ccc(/C=N/Nc2cn[nH]c(=O)c2Cl)cc1 | -6% | 1.6 | i | -20% | u | u | 4% | 25% | 0%
CCOC(=O)c1cnc(-n2nc(C)cc2C)nc1NNc1nc(-c2ccccc2)cc(-c2ccccc2)n1 | u | -2.5 | i | -17% | 8.2µM* | 0% | -6% | -0.1% | -1%
CCOc1cc(C)c(Cl)cc1S(=O)(=O)N1CCCC1 | -23% | 0.9 | -119%* | 24% | x | 0% | 44%[activator] | 0.3% | 21%[9.22 µM]
Cc1ccc(NC(=O)CCC(=O)NNC(=O)COc2ccc([N+](=O)[O-])cc2)cc1C | 3% | 0.9 | i | -7% | -10% | -15% | 3% | -0.6% | 4%
CC1CCCCC1NC(=O)CN1CCC(O)(c2ccc(F)cc2)CC1 (stereo not drawn) | 1% | -1.9 | i | -28% | 9% | u | -29% | -0.1% | 3%
CSc1c(CC(=O)NCCO)n(C)c2ccccc12 | 0% | 1.2 | i | 3% | 3% | -1% | 1% | 0.1% | -8%
COc1cc(OC)cc(-c2nc3nc(C)c(CCC(=O)Nc4ccc(C)c(C)c4)c(C)n3n2)c1 | 1% | x | x | -24% | u | x | -21% | 0.4% | -14%
COC(=O)c1ccc2c(=O)n(Cc3ccc4c(c3)OCO4)c(SCC(=O)N3CCCC3)nc2c1 | 2% | 0.1 | i | 7% | -1% | 2% | 14% | -0.1% | 8%

A second format for some results above:
Every second line gives: A549 tox, CCT modulator, Akt phos inh, HepG2 viability, Nrf2 inh, MmCpn inh, TGFb SMAD3 inh, Nrf2 ARE act, Abeta rescue
- COc1ccc(CCNc2nc3ccccc3c3nc(-c4cccc(C)c4)nn23)cc1OC
→ -1%, x, x, -19%, u, x, 0%, 16%, -1%
- COc1ccc(/C=N/Nc2cn[nH]c(=O)c2Cl)cc1
→ -6%, 1.6, i, -20%, u, u, 4%, 25%, 0%
- CCOC(=O)c1cnc(-n2nc(C)cc2C)nc1NNc1nc(-c2ccccc2)cc(-c2ccccc2)n1
→ u, -2.5, i, -17%, 8.2µM*, 0%, -6%, -0.1%, -1%
- CCOc1cc(C)c(Cl)cc1S(=O)(=O)N1CCCC1
→ -23%, 0.9, -119%*, 24%, x, 0%, 44%[activator], 0.3%, 21%[9.22 µM]

Continued:
SMILES | A549 tox | CCT modulator | Akt phos inh | HepG2 viability | Nrf2 inh | MmCpn inh | TGFb SMAD3 inh | Nrf2 ARE act | Abeta rescue
COc1cc(C(=O)c2cc3c(cc2C)OCO3)cc(OC)c1OC | x | -2.6 | i | -3% | x | x | -27% | 0.2% | 10%
CC1CC(=O)Nc2ccccc2N1C(=O)Nc1ccccc1 (stereo not drawn) | 2% | -0.2 | i | -13% | 2% | -1% | u | -0.2% | 18%
CCN1CCN(C(=O)C2CCN(c3nnc(-n4c(C)ccc4C)s3)CC2)CC1 | 3% | 0.7 | i | -3% | 7% | 0% | 1% | 13% | -6%
O=C(Nc1nnc(-c2ccccc2F)s1)c1cccnc1 | -7% | -3.1 | i | 1% | 0% | -3% | -2% | u | 0%
CCCCCCC1CC(CCC(=O)Nc2ccc([N+](=O)[O-])cc2)C(=O)O1 (stereo not drawn) | -5% | -2.0 | i | 7% | x | 3% | 0% | -0.6% | 8%[9.22 µM]
Nc1ncc(-c2ccccc2)c(-c2ccc(OCc3ccccc3)cc2O)n1 | -15% | -2.0 | i | 18µM* | 23µM* | -1% | u | 0.3% | 0%
O=C(Nc1c(C(=O)N2CCN(c3ccccn3)CC2)oc2ccccc12)c1ccc([N+](=O)[O-])cc1 | 13% | -1.5 | i | 2% | -1% | -3% | 8% | -0.1% | 10%
COCC(=O)N1CCC(Oc2ccc(C(=O)NC(C)c3nc(C)sc3C)cc2)CC1 (stereo not drawn) | 1% | -3.2 | i | -14% | 1% | 1% | -1% | -1.2% | -3%
Cc1cccc(C)c1NC(=O)CCCN1CC(C)OC(C)C1 (stereo not drawn) | 2% | -1.2 | i | -34% | -5% | 2% | 0% | 0.0% | -6%
CCS(=O)(=O)N1CCN(c2ccc([N+](=O)[O-])c(NCC3CCCO3)c2)CC1 (stereo not drawn) | u | -6.0 | i | -7% | -8% | 0% | -11% | -0.3% | -2%
Cc1n[nH]c(C)c1S(=O)(=O)N1CCCC(C(=O)N2CCN(c3ccc(Cl)cc3)CC2)C1 (stereo not drawn) | -12% | 1.2 | i | -25% | u | 4% | -17% | 3.2% | 11%
CC(=O)Nc1ccc(/C(C)=N/Nc2nc(Nc3ccccc3)nc(N3CCOCC3)n2)cc1 | 4% | -0.5 | i | -15% | 7% | -1% | 1% | 5.8% | -4%
O=C(O)[C@H](O)[C@@H](O)C(=O)O | 7% | 0.6 | i | -9% | -6% | 1% | -4% | -0.7% | -6%
CN(Cc1ccccc1)C(=O)[C@@H]1CCCN1C(=O)[C@@H]1CCCN1C(=O)c1c(F)cccc1F | x | 1.9 | i | x | x | x | x | -0.2% | 1%
Cn1c2ccccc2c(=O)c2cc(C#CC3(O)CCCCC3)ccc21 | 4% | -2.3 | i | -26% | u | 1% | 7% | 0.0% | 0%
CC(C)C[C@@H]1COc2cc(N3CCC[C@H]3CO)ccc2S(=O)(=O)N1 | x | -2.3 | i | x | x | x | x | 1.1% | 11%
CCOC(=O)c1cc(-c2nnc(-c3ccc(Oc4ccccc4)cc3)o2)c(C)nc1C | 0% | 1.5 | i | 1% | 14% | 1% | 11% | -0.7% | 4%
N#Cc1ccc(C(=O)Nc2ccc3ccccc3c2)cc1 | 1% | -0.3 | i | -18% | u | -1% | -2% | -0.2% | 12%
CCn1c(-c2c(Cl)c(C)nn2C)n[nH]c1=S | 4% | 1.3 | i | 2% | 5% | 1% | -14% | -0.4% | 18%
CC(C)(C)c1ccc(-c2nnc(-c3ccccc3NC(=O)c3cccc(C(F)(F)F)c3)o2)cc1 | -1% | x | x | 12% | 2% | x | 12% | -0.8% | -6%
CCOc1[nH]c(/N=C/c2ccc(OC)cc2)c(C#N)c1C#N | -1% | x | x | -34% | -3% | x | 3% | x | x

Screens: PubChem BioAssay, National Center for Advancing Translational Sciences (NCATS)

Random draw from the library; 4.3% or so of the library scored in one or more.
